Assay outcomes from PubChem BioAssay.
Casp7 inh: blocks human caspase-7 allosterically or competitively. P55210. recombinant caspase-7, Ac-DEVD-AFC fluorescence rate. Potency, µM (top dose mostly 57.5 µM), without a hit: top-dose activity change, negative = inhibition, hits mostly inhibitors. 75,000 compounds, 0.02% hits; active means well fitted inhibition curve with a large enough effect in the main read-out, with a control signal flat, not every such curve was filed as active; inconclusive means small, poorly fitted or top-dose-only effect, or a change in a side signal; further: potency means the concentration at half of the fitted maximal effect; % of control where 0% means no effect
Target sequence (P55210 24-198 limits assumed): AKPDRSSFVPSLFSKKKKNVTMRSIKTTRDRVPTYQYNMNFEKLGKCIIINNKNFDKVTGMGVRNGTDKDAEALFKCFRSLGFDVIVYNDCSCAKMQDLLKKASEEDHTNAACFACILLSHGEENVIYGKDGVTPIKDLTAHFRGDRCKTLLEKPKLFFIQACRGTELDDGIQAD
Target sequence (P55210 207-303 limits assumed): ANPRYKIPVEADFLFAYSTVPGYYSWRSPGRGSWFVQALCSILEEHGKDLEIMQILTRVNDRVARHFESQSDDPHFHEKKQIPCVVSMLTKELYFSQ
Fluorescein fluor: compound fluoresces in the fluorescein spectral region | Compound autofluorescence, 480/540 nm, fluorescein-equivalent; stronger effect = higher value | max fluorescein-equivalent concentration, M | 59,000 compounds, 0.91% hits | AID 593; in the data active means max fluorescein-equivalent concentration above about 10 nM; inconclusive means between about 1.1 nM and that limit
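First, buffer (100 mM Tris, pH 8.0) dispensed; second, compounds and fluorescein standards pinned in; third, 15 min room-temperature incubation; finally, imaging at ex 480 nm/em 540 nm. Fluorescence normalized against the six-point fluorescein curve.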
Rhodamine autofl: compound autofluorescence in rhodamine spectral region | Rhodamine-region fluorescence, 547/598 nm, Tris buffer; stronger effect = higher value | max dye-equivalent concentration, M | 59,000 compounds, 0.05% hits | AID 594; in the data active means max dye-equivalent concentration above about 11 nM; inconclusive means between about 1.1 nM and that limit
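Intrinsic compound fluorescence, ex 547 / em 598 nm, CCD imager. Tris 100 mM pH 8.0; 15 min RT. Output = rhodamine dye-equivalent concentration at each compound concentration.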
Luciferase inh: firefly luciferase inhibition | purified firefly luciferase, luminescence, 8 min | Potency, µM (doses to about 57.1 µM), inactives show at the highest dose activity change, negative = inhibition, actives largely listed as inhibitors | 72,000 compounds, 2.2% hits | AID 411; further: potency means the concentration at half of the fitted maximal effect; on the % scale 0 is the no-effect control and ±100 the full control effect; nearly all actives have a fitted effect of over 40% in size
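Titration-based qHTS; buffer 50 mM imidazole pH 7.2, 50 mM KCl, 7 mM MgCl2, 10 uM ATP, 0.01% Tween 20, 0.05% BSA; luciferase/luciferin detector mix added after compound; 8 min, ambient; luminescence.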
ERK AVP inh: vasopressin-driven ERK pathway inhibition | HEK293-V1b, vasopressin-stimulated pERK AlphaScreen | Potency, µM (doses to about 57.5 µM), for inactives: top-dose activity, negative = inhibition, hits mostly inhibitors | 72,000 compounds, 0.99% hits | AID 995; further: potency means the concentration at half of the fitted maximal effect; on the % scale 0 is the no-effect control and ±100 the full control effect; nearly all actives have a fitted effect of over 55% in size
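HEK293 cells stably expressing V1b receptor, preincubated 30 min at 37 °C with compound, then stimulated 5 min with 25 nM vasopressin. Phospho-ERK by AlphaScreen SureFire after 5 h RT; normalized to DMSO and vasopressin; AC50 by Hill fit.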
Tau filament bind: binders of human tau filaments; P10636; 71,000 compounds, 2% hits; recombinant tau filaments, thioflavin S fluorescence, 15 h; filaments grown with octadecylsulfate alongside compound; Potency, µM (top dose mostly 57.1 µM), for the others: top-dose activity change, negative = inhibition; AID 596;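 further: potency means the concentration at half of the fitted maximal effect; on the % scale 0 is the no-effect control and ±100 the full control effect; actives lower thioflavin S fluorescence by blocking filaments or displacing dye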
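Assay mix: 1 uM His-tagged tau, 30 uM sodium octadecylsulfate, thioflavine S dye in HEPES/NaCl/DTT buffer. Compound is added prior to the inducer. Fluorescence after 15 h at 37 C.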
Caspase-1 inhib: allosteric or competitive inhibitors of human caspase-1 | P29466 | Caspase-1 enzyme, Ac-WEHD-AFC fluorogenic rate | Potency, µM (top dose mostly 57.5 µM), for inactives: at the highest dose activity change, negative = inhibition, hits mostly inhibitors | 75,000 compounds, 0.03% hits | AID 900;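 further: potency means the concentration at half of the fitted maximal effect; plate controls were vehicle for no effect and no substrate for full effect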
Target sequence (P29466 120-297 limits assumed): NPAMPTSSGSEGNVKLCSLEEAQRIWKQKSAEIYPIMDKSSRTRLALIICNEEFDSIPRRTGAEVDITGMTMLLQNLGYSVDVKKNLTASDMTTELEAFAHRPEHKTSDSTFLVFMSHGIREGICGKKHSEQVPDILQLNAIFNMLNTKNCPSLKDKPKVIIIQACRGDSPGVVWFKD
Target sequence (P29466 317-404 limits assumed): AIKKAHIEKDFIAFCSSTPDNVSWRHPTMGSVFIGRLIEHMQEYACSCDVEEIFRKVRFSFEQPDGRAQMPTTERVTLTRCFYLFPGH
HEK293 cAMP cs: raises cAMP in parental HEK293 cells, TSHR agonist counter-screen | parental HEK293 CNG cAMP sensor, membrane potential fluorescence | Potency, µM (titrated, usually from 57.1 µM), for inactives: at the top dose activation, actives largely listed as activators | 73,000 compounds, 2.5% hits | AID 938; further: potency means the concentration at half of the fitted maximal effect; % of control where 0% means no effect; nearly all actives have a fitted effect of over 55% in size
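Parental HEK 293 cells stably expressing a cAMP-gated CNG channel were loaded with membrane potential dye containing 100 uM RO 20-1724 for 60 min. Compound added for 30 min; depolarization read as fluorescence intensity at 590 nm.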
HADH2 inhib: inhibitors of human HADH2 dehydrogenase; Q99714; recombinant HADH2, NADH fluorescence, beta-hydroxybutyryl-CoA; Potency, µM (series often up to 57.1 µM), for the others: at the highest dose activity change, negative = inhibition, hits mostly inhibitors; 73,000 compounds, 3.4% hits; AID 886; further: potency means the concentration at half of the fitted maximal effect; on the % scale 0 is the no-effect control and ±100 the full control effect; nearly all actives have a fitted effect of over 60% in size; many of its hits are not listed in these tables
Target sequence (Q99714 whole entry, looked up, one chain of several): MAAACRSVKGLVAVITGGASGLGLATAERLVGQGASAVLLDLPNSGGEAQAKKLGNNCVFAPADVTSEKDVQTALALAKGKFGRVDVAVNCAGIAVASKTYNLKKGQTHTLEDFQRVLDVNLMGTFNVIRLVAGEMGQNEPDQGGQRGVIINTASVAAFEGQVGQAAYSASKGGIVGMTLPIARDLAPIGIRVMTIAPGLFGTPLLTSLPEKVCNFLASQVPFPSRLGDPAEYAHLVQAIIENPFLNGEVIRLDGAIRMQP
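E. coli-expressed His-tagged HADH2 tested at 20 nM in alkaline Tris buffer (pH 9.0); oxidation of 90 uM beta-hydroxybutyryl-CoA with 1 mM NAD+ tracked fluorimetrically for 4 min.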
USP2a inh: inhibitors of human ubiquitin-specific protease USP2a; O75604; Potency, µM (doses to about 38.3 µM), inactives show top-dose activity change, negative = inhibition, hits mostly inhibitors; AID 927; USP2a enzymatic assay, qHTS inhibition; 60,000 compounds, 0.1% hits;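 further: potency means the concentration at half of the fitted maximal effect; nearly all actives have a fitted effect of over 60% in size; plate controls were DMSO for no effect and NEM full inhibition control for full effect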
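Inhibition is measured in a cell-free coupled assay with 20 nM USP2 core, 20 nM Ub-PLA2 and 20 uM NBD C6-HPC, 2.5 h incubation. Activity normalized to NEM control.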
TexasRed autofl: compound fluoresces in the Texas Red spectral region | 59,000 compounds, 0.06% hits | AID 587 | max dye-equivalent concentration, M | Compound fluorescence, Texas Red channel, 547/618 nm; stronger effect = higher value; in the data active means max dye-equivalent concentration above about 10 nM; inconclusive means between about 1.1 nM and that limit
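qHTS profiling of intrinsic compound fluorescence; 100 mM Tris pH 8.0; 15 min RT; ex 547 / em 618 nm; response expressed as Texas Red dye-equivalent concentration from six-point plate standard.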
* marks the source's active call; other numbers are inactive results; [ ] = dose if it differs, or a comment. Unless noted, the call rests on the fitted dose curve; in most records, active means well fitted curve in the direction sought with a large enough effect; inconclusive means small, poorly fitted or top-dose-only effect, or another doubt; inactive means no such curve, though single readings can be large; an effect the other way counts as inactive or inconclusive.

For O=C(Cn1cnc2c(nnn2Cc2ccc(Cl)cc2)c1=O)NCC1CCCO1 (configuration not stated) the results were Casp7 inh -1%, Fluorescein fluor inactive, Rhodamine autofl inactive, Luciferase inh 2%, ERK AVP inh -8%, Tau filament bind 7%, Caspase-1 inhib 1%, HEK293 cAMP cs inconclusive, HADH2 inhib 2%, USP2a inh 7% and TexasRed autofl inactive.
COc1ccccc1-n1c(C)nnc1SCC(=O)Nc1cc(C)cc(C)c1 was read as Casp7 inh 0%, Fluorescein fluor inconclusive, Rhodamine autofl inactive, Luciferase inh 4%, ERK AVP inh 15%, Tau filament bind 5%, Caspase-1 inhib 0%, HEK293 cAMP cs 7%, HADH2 inhib -10%, USP2a inh inconclusive and TexasRed autofl inactive.
For CC[C@H](C)C(=O)O[C@H]1CCC=C2C=C[C@H](C)[C@H](CC[C@@H]3C[C@H](O)CC(=O)O3)[C@H]21 the results were Casp7 inh -2%, Luciferase inh -2%, ERK AVP inh -14%, Tau filament bind 53%, Caspase-1 inhib -3%, HEK293 cAMP cs inconclusive, HADH2 inhib -14% and USP2a inh 24%.
`CN1CCN(CC(=O)N2c3ccccc3C(C)(c3ccccc3)CC2(C)C)CC1` (configuration not stated) gave Casp7 inh 0%, Luciferase inh 2%, ERK AVP inh -1%, Tau filament bind inconclusive, Caspase-1 inhib -6%, HEK293 cAMP cs 15%, HADH2 inhib 8% and USP2a inh 3%.
`O=C(NC1CCCCC1)n1c(=O)oc2ccc(Cl)cc21` gave Casp7 inh -1%, Fluorescein fluor inactive, Rhodamine autofl inactive, Luciferase inh 2%, ERK AVP inh -21%, Tau filament bind 9%, Caspase-1 inhib -2%, HEK293 cAMP cs 9%, HADH2 inhib -13%, USP2a inh 6% and TexasRed autofl inactive.
For CCOc1ccccc1NC(=O)N1CCC(NC(=O)c2cccc(C)c2)CC1 the results were Casp7 inh 0%, Fluorescein fluor inactive, Rhodamine autofl inactive, Luciferase inh 0%, ERK AVP inh 8%, Tau filament bind 5%, Caspase-1 inhib 0%, HEK293 cAMP cs -4%, HADH2 inhib inconclusive, USP2a inh 5% and TexasRed autofl inactive.
O=C(CSc1cccc[n+]1[O-])c1cc2ccccc2o1 was read as Casp7 inh 0%, Fluorescein fluor inactive, Rhodamine autofl inactive, Luciferase inh 0%, ERK AVP inh 0%, Tau filament bind 2%, Caspase-1 inhib 2%, HEK293 cAMP cs 13%, HADH2 inhib 20µM*, USP2a inh -5% and TexasRed autofl inactive.
O=C(Cc1cccs1)Nc1ccc(NC(=O)c2ccco2)cc1 was read as Casp7 inh 4%, Fluorescein fluor inactive, Rhodamine autofl inactive, Luciferase inh -7%, ERK AVP inh 5%, Tau filament bind 1%, Caspase-1 inhib -2%, HEK293 cAMP cs -9%, HADH2 inhib 34%[activator], USP2a inh -5% and TexasRed autofl inactive.
Screening CC(=O)NC(CCS(C)(=O)=O)C(=O)Nc1ccc(F)cc1Cl (configuration not stated) returned Casp7 inh 0%, Fluorescein fluor inactive, Rhodamine autofl inactive, Luciferase inh 3%, ERK AVP inh 36%, Tau filament bind -3%, Caspase-1 inhib -1%, HEK293 cAMP cs 9%, HADH2 inhib 4%, USP2a inh -5% and TexasRed autofl inactive.
Screening Cc1ccc(C(C)C)c(OCc2nnc(SCC(=O)Nc3ncc(C)s3)n2C)c1 returned Casp7 inh 0%, Fluorescein fluor inactive, Rhodamine autofl inactive, Luciferase inh 0%, ERK AVP inh -11%, Tau filament bind -10%, Caspase-1 inhib 2%, HEK293 cAMP cs 12%, HADH2 inhib inconclusive, USP2a inh 14% and TexasRed autofl inactive.

As a working copy, two of the compounds above.
For O=C(Cn1cnc2c(nnn2Cc2ccc(Cl)cc2)c1=O)NCC1CCCO1 (configuration not stated) the results were Casp7 inh -1%, Fluorescein fluor inactive, Rhodamine autofl inactive, Luciferase inh 2%, ERK AVP inh -8%, Tau filament bind 7%, Caspase-1 inhib 1%, HEK293 cAMP cs inconclusive, HADH2 inhib 2%, USP2a inh 7% and TexasRed autofl inactive.
COc1ccccc1-n1c(C)nnc1SCC(=O)Nc1cc(C)cc(C)c1 was read as Casp7 inh 0%, Fluorescein fluor inconclusive, Rhodamine autofl inactive, Luciferase inh 4%, ERK AVP inh 15%, Tau filament bind 5%, Caspase-1 inhib 0%, HEK293 cAMP cs 7%, HADH2 inhib -10%, USP2a inh inconclusive and TexasRed autofl inactive.

(listing goes on)
Screening CC1Cc2ccccc2N1C(=O)CSc1nnc(Cn2nnc3ccccc32)n1C (configuration not stated) returned Casp7 inh 5%, Fluorescein fluor inactive, Rhodamine autofl inactive, Luciferase inh -1%, ERK AVP inh -1%, Tau filament bind 6%, Caspase-1 inhib -1%, HEK293 cAMP cs -4%, HADH2 inhib 8% and TexasRed autofl inactive.
For CC1=C(C(N)=O)C(c2ccccn2)n2nc(SCc3ccccc3)nc2N1 (configuration not stated) the results were Casp7 inh -5%, Fluorescein fluor inactive, Rhodamine autofl inactive, Luciferase inh 0%, ERK AVP inh 3%, Tau filament bind 4%, Caspase-1 inhib -3%, HEK293 cAMP cs -1%, HADH2 inhib 2%, USP2a inh 0% and TexasRed autofl inactive.
Screening CCOc1ccccc1C(=O)Nc1nncs1 returned Casp7 inh 0%, Fluorescein fluor inactive, Rhodamine autofl inactive, Luciferase inh -2%, ERK AVP inh 8%, Tau filament bind 4%, Caspase-1 inhib 1%, HEK293 cAMP cs 8%, HADH2 inhib 0%, USP2a inh -6% and TexasRed autofl inactive.
For CC(C)c1ccc(C(=O)Nc2ccc(N3CCOCC3)cc2)cc1 the results were Casp7 inh -1%, Luciferase inh -9%, ERK AVP inh -15%, Tau filament bind 72%, Caspase-1 inhib 2%, HEK293 cAMP cs -7%, HADH2 inhib -1% and USP2a inh 6%.
`CCCCOC(OCCCC)[C@H](O)CSc1ccc2ccccc2c1` gave Casp7 inh -2%[11.5 µM], Luciferase inh 1%[11.4 µM], ERK AVP inh -1%[11.5 µM], Caspase-1 inhib -3%[11.5 µM], HEK293 cAMP cs 9%[11.4 µM] and HADH2 inhib 10%[11.4 µM].
Screening O=C(O)CCCCCNCc1ccncc1 returned Casp7 inh -2%, Fluorescein fluor inactive, Rhodamine autofl inactive, Luciferase inh 6%, ERK AVP inh -4%, Tau filament bind -2%, Caspase-1 inhib 1%, HEK293 cAMP cs 4%, HADH2 inhib 6%, USP2a inh -6% and TexasRed autofl inactive.
`O=C(CSc1nc2c(c(=O)n1-c1ccc(Cl)cc1)SCC2)Nc1nccs1` gave Casp7 inh -4%, Fluorescein fluor inactive, Rhodamine autofl inactive, Luciferase inh -2%, ERK AVP inh -20%, Tau filament bind inactive, Caspase-1 inhib 0%, HEK293 cAMP cs 24%, HADH2 inhib 11%, USP2a inh 11% and TexasRed autofl inactive.
CCOCCN(C=O)c1cccc(OC)c1 was read as Casp7 inh 1%, Fluorescein fluor inconclusive, Rhodamine autofl inactive, Luciferase inh 1%, ERK AVP inh -3%, Tau filament bind -6%, Caspase-1 inhib -1%, HEK293 cAMP cs 5%, HADH2 inhib 10%, USP2a inh 1% and TexasRed autofl inactive.
For COc1cccc(CCC(=O)O)c1OC the results were Casp7 inh 0%, Fluorescein fluor inactive, Rhodamine autofl inactive, Luciferase inh 7%, ERK AVP inh 8%, Tau filament bind 8%, Caspase-1 inhib 1%, HEK293 cAMP cs 20%, HADH2 inhib -6%, USP2a inh -3% and TexasRed autofl inactive.
`Cc1nn(-c2ccccc2)c(C)c1C(=O)OCC(=O)Nc1ccc2c(c1)OCO2` gave Casp7 inh -2%, Fluorescein fluor inactive, Rhodamine autofl inactive, Luciferase inh -1%, ERK AVP inh -6%, Tau filament bind 1%, Caspase-1 inhib -2%, HEK293 cAMP cs 18%, HADH2 inhib 16%, USP2a inh 33%[activator] and TexasRed autofl inactive.
Screening O=C1CC(N2CCOCC2)C(=O)N1CCc1ccccc1 (configuration not stated) returned Casp7 inh 1%, Fluorescein fluor inactive, Rhodamine autofl inactive, Luciferase inh 3%, ERK AVP inh -19%, Tau filament bind -6%, Caspase-1 inhib 0%, HEK293 cAMP cs -2%, HADH2 inhib 0%, USP2a inh -2% and TexasRed autofl inactive.
`Cc1cccc(OCc2nc(C#N)c(N3CC(C)CC(C)C3)o2)c1` (configuration not stated) gave Casp7 inh -4%, Luciferase inh 0%, ERK AVP inh -14%, Tau filament bind 1%, Caspase-1 inhib -1%, HEK293 cAMP cs 6.3µM* and HADH2 inhib -6%.
`Brc1ccccc1-c1nc(-c2ccccc2)no1` gave Casp7 inh -1%, Luciferase inh 3.2µM*, ERK AVP inh 38%[activator], Tau filament bind -7%[11.4 µM], Caspase-1 inhib -2%, HEK293 cAMP cs 28%[11.4 µM], HADH2 inhib -4%[11.4 µM] and USP2a inh -4%[7.66 µM].

The list is partial; the hit share may differ from the screen's.
